FXIa inh 1536 = factor XIa (human) inhibition; 220,000 compounds, 0.14% hits; purified FXIa, Boc-Glu-Ala-Arg-AMC fluorogenic substrate; P03951; inhibition, % at 5 µM;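 active means inhibition of at least 40%; inactive means inhibition below 40%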;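 further: fluorescence of freed AMC excited at 355 nm; 0% = enzyme without compound and 100% = no enzyme blank; many of its hits are not listed in these tables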
14-3-3 Bad PPI = disrupts binding of bovine 14-3-3 zeta to phospho-Bad peptide | inhibition, % at 21.7 µM | TR-FRET 14-3-3zeta/Dy647-pBad peptide displacement, 1 h | 220,000 compounds, 0.71% hits | P63103;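 active means inhibition above about 70%, limit read from the data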;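 further: 0% = full 14-3-3 plus peptide FRET controls and 100% = background without 14-3-3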
Target sequence (P63103 whole entry, looked up): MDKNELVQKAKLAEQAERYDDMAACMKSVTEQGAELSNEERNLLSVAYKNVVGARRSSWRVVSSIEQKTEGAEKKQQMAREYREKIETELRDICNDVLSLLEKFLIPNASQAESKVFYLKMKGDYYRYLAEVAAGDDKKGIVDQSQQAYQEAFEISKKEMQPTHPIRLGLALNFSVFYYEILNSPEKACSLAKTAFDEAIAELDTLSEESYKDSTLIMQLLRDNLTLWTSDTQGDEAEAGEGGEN
Rad51 HR inh = Rad51 (human) homologous recombination inhibition; 200,000 compounds, 0.085% hits; AID 1385; inhibition, % at 10 µM; hRad51 DNA strand exchange, fluorescence dequenching; Q06609;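 active means inhibition above 40% at the single screening dose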;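 further: 0% = DMSO control wells and 100% = blanks with heterologous ssDNA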
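System: human Rad51 nucleoprotein filaments preassembled on unlabelled ssDNA. Reagent: labelled 47-mer dsDNA for strand exchange. Schedule: 30-min compound preincubation and 15-min exchange, both room temperature. Measured by: FRET fluorescence dequenching, excitation 485 nm, emission 520 nm. Read-out: Fluorescence-based percent inhibition, control- and blank-normalised. Benchmarks: plate controls and plate blanks.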
MDM2 E3 inh = Mdm2 E3 ligase (human) inhibition | Q00987 | cell-based MDM2 ubiquitination luciferase reporter, 2 h; 0 = plate control, 100 = twice control, blank-subtracted | signal enhancement, % at 5 µM | 210,000 compounds, 0.11% hits;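 active means signal enhancement of 30% or more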;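 further: luminescence tracks abundance of the self-degrading MDM2-luciferase fusion protein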
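Timing – 2 h compound exposure at 37 °C · Assay system – mammalian cells stably expressing self-ubiquitinating, self-degrading MDM2 E3–luciferase fusion · Amount – 2000 cells seeded into each well · Measure – % luminescence enhancement versus blank-corrected plate control mean · Measured by – SteadyLite luminescence, 15 min reagent step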
KLK5 inh = kallikrein 5 (human) inhibition; Q9Y337; recombinant hK5, fluorogenic AMC substrate cleavage; inhibition, % at 5 µM; 210,000 compounds, 0.59% hits; AID 873;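 active means inhibition of 40% or more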;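 further: 0% = enzyme controls without compound and 100% = no-enzyme blanks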
Target sequence (Q9Y337 67-293 limits assumed): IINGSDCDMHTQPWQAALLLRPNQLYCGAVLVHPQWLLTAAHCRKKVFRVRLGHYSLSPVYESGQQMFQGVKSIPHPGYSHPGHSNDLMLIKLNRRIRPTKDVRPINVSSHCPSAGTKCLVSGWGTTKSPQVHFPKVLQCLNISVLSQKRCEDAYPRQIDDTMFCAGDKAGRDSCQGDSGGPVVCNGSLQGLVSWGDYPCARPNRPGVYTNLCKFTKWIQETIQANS
eIF4E 4G PPI = eIF4E/eIF4G interaction inhibition in translation initiation; inhibition, % at 21.7 µM; 220,000 compounds, 0.37% hits; TR-FRET eIF4E-eIF4GI(517-606) binding, 2 h; P63073+Q04637; AID 782;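 active means inhibition above about 30%, limit read from the data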;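 further: 0% = full FRET control wells and 100% = background wells lacking eIF4GI fragment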
p97 inhibitor = blocks human p97 ATPase activity | AID 1481 | inhibition, % at 8 µM | recombinant p97 ATPase, Kinase-Glo ATP luminescence, 3 h | P55072 | 220,000 compounds, 0.42% hits; in the data active means inhibition above about 15%;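 further: 0% = DMSO vehicle and 100% = wells lacking enzyme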
FXIIa inh 1536 = inhibitors of human coagulation factor XIIa | purified FXIIa, Boc-QGR-AMC fluorogenic substrate, 2 h | 220,000 compounds, 0.3% hits | P00748 | inhibition, % at 5 µM | AID 800; in the data active means inhibition above about 40%;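 further: 0% = enzyme with no compound and 100% = blank without enzyme; many of its hits are not listed in these tables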
Wee1 degr inh = human Wee1 degradation inhibition, primary screen; 220,000 compounds, 1.2% hits; HeLa Luc-Wee1K328M stability, luciferase luminescence; 100% = proteasome inhibitor MG132 effect; P30291; reporter increase, % at 5 µM; AID 1321;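 active means activation above the mean of all tested compounds plus 3 SD, set per screening run, cut at about 8.8% in these data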;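 further: cells exposed to compound for 20 h before luminescence read; 0% = DMSO alone and 100% = MG132 at 30 µM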
Target sequence (P30291 whole entry K328M): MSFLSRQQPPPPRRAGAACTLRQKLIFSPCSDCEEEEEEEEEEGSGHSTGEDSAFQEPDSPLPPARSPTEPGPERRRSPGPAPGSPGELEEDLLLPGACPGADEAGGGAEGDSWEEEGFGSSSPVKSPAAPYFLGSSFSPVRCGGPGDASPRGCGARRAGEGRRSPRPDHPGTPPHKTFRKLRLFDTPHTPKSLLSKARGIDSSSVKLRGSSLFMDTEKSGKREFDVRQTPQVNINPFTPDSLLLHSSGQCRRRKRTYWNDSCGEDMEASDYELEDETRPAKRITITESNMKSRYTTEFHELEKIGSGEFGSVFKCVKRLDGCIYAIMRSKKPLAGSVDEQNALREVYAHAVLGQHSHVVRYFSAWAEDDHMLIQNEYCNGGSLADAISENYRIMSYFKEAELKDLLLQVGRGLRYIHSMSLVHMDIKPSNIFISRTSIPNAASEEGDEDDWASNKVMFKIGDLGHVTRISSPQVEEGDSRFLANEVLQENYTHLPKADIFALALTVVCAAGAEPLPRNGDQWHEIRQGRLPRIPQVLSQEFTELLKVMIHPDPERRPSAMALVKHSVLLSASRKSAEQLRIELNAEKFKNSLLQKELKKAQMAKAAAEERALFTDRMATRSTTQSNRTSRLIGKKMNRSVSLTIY
* = called active by the depositor; / = not tested or not shown; [ ] = dose if it differs, or a comment.

The opening 3 entries (preview)
SMILES | FXIa inh 1536 | 14-3-3 Bad PPI | Rad51 HR inh | MDM2 E3 inh | KLK5 inh | eIF4E 4G PPI | p97 inhibitor | FXIIa inh 1536 | Wee1 degr inh
CCN(CC)CCN(C(=O)c1ccc(N2C(=O)CCC2=O)cc1)c1nc2cc3c(cc2s1)OCO3 | -0.4 | 7.3 | -0.7 | -9.9 | / | 0.3 | 6.7 | 5.0 | 8.1
Cc1ccc(S(=O)(=O)C(C#N)c2nc3ccccc3nc2OCCO)cc1 (stereo not drawn) | 5.7 | 0.2 | 1.2 | -8.6 | 2.2 | 2.2 | -0.8 | 12.5 | 4.1
Cc1onc(-c2ccccc2)c1NC(=O)N(CCC(=O)O)Cc1ccccc1 | -1.0 | -2.9 | -0.9 | -3.6 | -1.7 | 3.7 | -1.5 | 6.0 | -1.0

This part in full (from the top)
SMILES | FXIa inh 1536 | 14-3-3 Bad PPI | Rad51 HR inh | MDM2 E3 inh | KLK5 inh | eIF4E 4G PPI | p97 inhibitor | FXIIa inh 1536 | Wee1 degr inh
CCN(CC)CCN(C(=O)c1ccc(N2C(=O)CCC2=O)cc1)c1nc2cc3c(cc2s1)OCO3 | -0.4 | 7.3 | -0.7 | -9.9 | / | 0.3 | 6.7 | 5.0 | 8.1
Cc1ccc(S(=O)(=O)C(C#N)c2nc3ccccc3nc2OCCO)cc1 (stereo not drawn) | 5.7 | 0.2 | 1.2 | -8.6 | 2.2 | 2.2 | -0.8 | 12.5 | 4.1
Cc1onc(-c2ccccc2)c1NC(=O)N(CCC(=O)O)Cc1ccccc1 | -1.0 | -2.9 | -0.9 | -3.6 | -1.7 | 3.7 | -1.5 | 6.0 | -1.0
N/C(=N\N=C\c1cccs1)SC1CC(=O)N(c2cccc([N+](=O)[O-])c2)C1=O (stereo not drawn) | -0.6 | 82.4* | 11.1 | -6.2 | 3.4 | 1.4 | 0.8 | / | 0.1
COc1ccccc1N1CCN(C2=CC(=O)CCC2)CC1 | 7.5 | 2.0 | -6.7 | -14.4 | -12.6 | 5.3 | -0.9 | 18.7 | 5.3
CN(C)S(=O)(=O)c1cccc(NC(=O)CN2C(=O)NC(CCc3ccccc3)C2=O)c1 (stereo not drawn) | -1.3 | -9.0 | -18.7 | -8.2 | -6.0 | -0.2 | 0.2 | 6.7 | -0.9
O=C(CCCO)CCCCCCCCC[C@H]1N[C@H](CO)[C@@H](O)[C@@H]1O | 4.2 | -9.2 | -7.1 | / | -8.8 | -0.9 | 3.2 | 15.6 | 1.8
CCC(=O)Nc1ccc(S(=O)(=O)NCC2CCCO2)cc1 (stereo not drawn) | -7.8 | -9.8 | -4.8 | -11.6 | -5.9 | -1.9 | 2.5 | 1.8 | -1.1
CC1CC(CCN)(c2ccccc2)C(C)CN1C (stereo not drawn) | 3.0 | -12.0 | / | -2.7 | 3.4 | -3.1 | 7.9 | 4.7 | -2.9
Cc1cc2[nH]cnc2c([N+](=O)[O-])c1C | 0.8 | 0.4 | 8.2 | -6.0 | 4.4 | -0.7 | 0.1 | 9.1 | 1.1
O=C(NCCCN1CCN(c2ccccc2F)CC1)C1CCC(=O)N1C1CCCCC1 (stereo not drawn) | 6.5 | -0.9[fluorescence artefact?] | 15.2 | -15.4 | -5.1 | -8.9[fluorescence artefact?] | -4.3 | 17.0 | -1.3
O=C(O)c1cccc(NC(=O)c2ccc(Cl)c(S(=O)(=O)N3CCCCCC3)c2)c1 | -2.3 | -9.9 | -21.0 | -6.0 | -9.6 | 1.7 | 2.4 | 2.7 | 4.8
CCN1CCN(C(=O)C(C)Nc2ccc(OC)cc2OC)CC1 (stereo not drawn) | 2.0 | -2.9 | 6.3 | -9.3 | 14.3 | -0.6 | 1.3 | 10.5 | -0.6
O=C1C2C3C=CC(C2C(=O)N1C1CCCCC1)C1C(=O)N(C2CCCCC2)C(=O)C31 (stereo not drawn) | 3.8 | -1.7 | 7.8 | -19.8 | -4.4 | 6.5[fluorescence artefact?] | -2.9 | 11.0 | -0.7
NC(=S)N(c1ccccc1)c1ccccc1 | -7.5 | -9.6 | 4.2 | -12.5 | -1.3 | -0.5 | 4.8 | 6.7 | 9.6*
CCCn1c(SCC(=O)Nc2cccc(S(=O)(=O)NC3=NCCCCC3)c2)nc2ccccc2c1=O | -6.2 | -11.0 | 26.6 | 3.7 | -13.4 | -0.2 | 2.4 | 0.1 | -1.0
Cc1nc(C(=O)NNC(=O)c2ccc(Cl)cc2)cs1 | 0.1 | -0.7 | / | -5.3 | -13.1 | 5.8 | 6.0 | 8.8 | -2.8
Cc1cc(NC(=O)Cn2cnc3c2c(=O)n(C)c(=O)n3C)n(-c2ccccc2)n1 | -6.2 | -8.8[fluorescence artefact?] | -7.0 | -18.8 | -16.4 | 4.8 | 2.9 | 10.7 | 1.1
N#Cc1ccc(C23CC4(C2)[C@H](CN(Cc2ccc(C(F)(F)F)cc2)[C@@H]4c2ccccc2)C3c2ccccc2)cc1 (stereo partly drawn) | 1.6 | -5.6 | 2.9 | 22.1 | 2.3 | -1.3 | / | 7.4 | /
Cc1nn(C)c(C)c1/C=N/NC(=O)c1csc2ccccc12 | 7.8 | -3.5 | 3.4 | -12.3 | -18.2 | -1.9 | -3.2 | 3.0 | 2.5
Cc1ccc2[nH]c3c(=O)n(CCN4CCNCC4)cnc3c2c1 | -2.9 | 2.0 | 3.6 | 2.0 | -6.4 | -3.1 | -6.8 | 1.1 | 0.0
FC(F)(F)c1cc(Cl)c2nnc(C(F)(F)Cl)n2c1 | -6.2 | -13.0 | 11.3 | 3.8 | -4.5 | 5.2 | 5.0 | 4.6 | 0.8
CC1(C)CC(=O)C2=C(C1)N(Cc1ccco1)C(=O)C2(NC(=O)C1CCCCC1)C(F)(F)F (stereo not drawn) | -3.4 | -4.8 | -1.0 | / | -4.4 | -7.9 | 0.6 | 4.9 | -2.1
Cc1ccc(C(=O)Nc2nc3n(n2)C(c2ccccc2)CC(=O)N3)cc1 (stereo not drawn) | -5.2 | 4.8 | 5.1 | -0.3 | -3.5 | -9.2 | -2.4 | 2.9 | -3.6
O=C(COC(=O)c1ccccc1NC(=O)c1ccco1)NCC1CCCCC1 | 3.9 | 2.2 | 2.3 | -5.7 | 6.5 | -9.3 | 1.4 | 7.9 | 1.9
Next results follow.
SMILES | FXIa inh 1536 | 14-3-3 Bad PPI | Rad51 HR inh | MDM2 E3 inh | KLK5 inh | eIF4E 4G PPI | p97 inhibitor | FXIIa inh 1536 | Wee1 degr inh
COc1ccc(Cl)cc1NC(=O)/C=C/C(=O)O | -4.4 | 8.9 | -8.9 | -3.0 | -10.3 | 1.2 | 0.0 | -1.1 | 2.2
Cc1ccc(C)c(NC(=S)NNC(=O)c2csc(C(C)C)c2)c1 | 11.5 | -9.5 | -3.7 | 22.7 | -45.9 | 5.5[fluorescence artefact?] | -8.1 | 16.5 | 4.1
CCNc1nc(OC)nc(Oc2ccc(=O)n(-c3ccccc3)n2)n1 | 10.4 | -0.8[fluorescence artefact?] | -0.8 | -12.9 | -27.5 | -11.1 | -4.5 | -2.2 | -2.6
Cc1ccc(SCCC(=O)Nc2cccnc2)cc1 | 2.4 | -3.7 | -4.1 | -13.1 | 0.6 | -0.3 | 12.9 | 4.5 | 3.8
COc1ccccc1/C=N/NC(=O)c1ccc(Cn2nc([N+](=O)[O-])cc2C)cc1 | 3.5 | -14.4[fluorescence artefact?] | -1.5 | -11.4 | -22.3 | -1.3 | 7.2 | 7.2 | -3.0
O=C(/C=C1\SC(=O)NC1=O)Nc1ccc(F)cc1 | 0.4 | 0.6 | / | 3.4 | 5.4 | 0.9 | 1.9 | 7.9 | -2.0
Cc1ccc(-c2nn(Cc3ccccc3)cc2/C=C/C(=O)O)cc1C | -3.6 | -6.7 | -7.1 | -3.4 | -15.8 | -2.9 | 3.9 | 12.2 | -2.0
O=C(Cn1c2ccc(F)cc2c2nc3n(c(=O)c21)CCS3)Nc1ccccc1F | 0.3 | 26.1 | -2.5 | 6.0 | 4.0 | 4.7 | 1.9 | 9.8 | 1.3
O=C(Nc1nnc(-c2ccncc2)o1)c1ccc(Br)s1 | 5.0 | -5.3 | -11.7 | -13.4 | -1.8 | -0.3 | -1.5 | 16.1 | -1.3
CC(C)CC(=O)NC(=S)Nc1ccc(S(=O)(=O)N2CCCC2)cc1 | -6.1 | -5.1 | -11.9 | -4.0 | -7.2 | -0.5 | -0.8 | 2.2 | 2.9
O=S(=O)(Nc1ccc(-c2nnc(SCc3ccc(Cl)cc3)o2)cc1)c1ccccc1 | -9.7 | 8.3 | -13.8 | -5.1 | 8.3 | 3.0 | -6.7 | 1.4 | 0.6
CNC(=O)C1=C(C)Nc2nc3ccccc3n2C1c1ccc(F)cc1 (stereo not drawn) | -5.4 | -1.0 | -6.4 | 0.8 | -4.9 | -5.3 | -2.4 | 1.6 | -3.4
COc1cc(C2C3C(=O)N(c4ccccc4)C(=O)C3ON2c2ccccc2)cc(OC)c1OC (stereo not drawn) | -1.1 | -7.2 | 13.4 | -16.3 | -0.5 | -3.7 | 2.1 | 8.2 | 1.1
CC(=O)Nc1c(C#N)c(C(C)(C)C)cn1C | -1.6 | 6.4 | 4.0 | -2.1 | 3.7 | -1.3[fluorescence artefact?] | -0.6 | 8.3 | -0.8
COc1ccc(C(=O)CCNc2cccc(Cl)c2)cc1 | 5.8 | -3.9 | -3.3 | -3.3 | -11.0 | 8.7[fluorescence artefact?] | -3.1 | 9.8 | 0.9
CC(=O)Nc1ccc(S(=O)(=O)NC2(C(F)(F)F)C(=O)NC(C)=C2C#N)cc1 (stereo not drawn) | -4.0 | -3.1 | -2.6 | -1.9 | 0.8 | 3.0 | 3.5 | 5.7 | 0.7
O=c1[nH]c(/C=C/c2cccc3ccccc23)nc2ccccc12 | 28.8 | 58.1 | / | -16.6 | 37.8 | 24.4 | -6.2 | 29.3 | 3.9
CCNc1ccc(S(=O)(=O)N(C)C)cc1NCC(=O)Nc1ccccc1Br | 0.3 | -20.9 | 0.1 | -5.0 | -7.9 | 1.1 | 2.5 | 1.2 | 2.4
CCC(C)(C(=O)NC1CCCCC1)N(CC1CCCO1)C(=O)c1ccccn1 (stereo not drawn) | 6.8 | 0.7 | -7.3 | -13.5 | 6.7 | -4.8 | 4.8 | 26.5 | 0.1
COc1ccc(OC)c(NC(=O)C(CC(=O)O)NCc2ccco2)c1 (stereo not drawn) | -0.6 | 4.8 | 11.8 | -7.5 | -0.3 | -6.6 | 2.5 | 6.7 | 1.6
O=C(CCc1nnc(C2CCCCC2)o1)NCc1cccc(-n2cccn2)c1 | -1.9 | -1.9 | 12.7 | -7.5 | / | -2.3 | 1.9 | 7.5 | -1.7
CCOc1ccc(Oc2nc(NCC(C)C)nc(OC)n2)nn1 | 4.0 | 5.6[fluorescence artefact?] | 2.8 | -3.7 | 5.2 | -0.8[fluorescence artefact?] | -3.5 | 12.5 | 0.4
Cc1ccc(C(O)c2ccncc2)cc1 (stereo not drawn) | -4.5 | -2.9[fluorescence artefact?] | -4.0 | -14.9 | -7.3 | 4.1 | 3.3 | 4.0 | -0.2
CC(NC(=O)c1ccccc1)c1nc2ccccc2n1Cc1ccc(C#N)cc1 (stereo not drawn) | 8.3 | 13.1 | 10.8 | -8.3 | -5.0 | 0.2 | 8.4 | 18.2 | -0.4
CCOC(=O)c1sc2nc(NC(=O)C(C)(C)C)sc2c1C | 3.3 | 13.4 | / | -18.4 | -8.4 | -4.7[fluorescence artefact?] | 0.4 | 20.0 | 0.7

High-throughput results (PubChem)
